# From PubChem BioAssay
# JMJD2A Tudor: blocks the human JMJD2A Tudor domain; O75164; hit rate 4.4% among 390,000; AlphaScreen JMJD2A-Tudor / H3K4me3 peptide binding; AID 504339; Potency, µM (highest dose often 114 µM), for the others: at the top dose activity change, negative = inhibition, actives largely listed as inhibitors; also: potency is read from the fitted curve at half-maximal effect; % is scaled to controls: 0 for no effect and ±100 for the full control effect; nearly all actives have a fitted effect of over 50% in size
# PI4K2A block: PI4K2A (human) kinase inhibition | hit rate 0.13% among 420,000 | purified PI4K2A, ADP-Glo luminescence, 1 h; stronger effect = lower value | activity change, negative = inhibition, % at 76.9 µM; in the data active = activity change below about -50%; inconclusive = mostly about -30% to -49%;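 also: -100% = wells without enzyme as full effect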
#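 Compounds are screened against recombinant PI4K2A using PI as substrate and ATP, the latter dispensed at 300 microM. Reactions run one hour at ambient temperature before ADP-Glo detection; full inhibition defined by wells lacking enzyme.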
# Pin1 inh: inhibitors of human Pin1; Q13526; Pin1 FP peptide displacement, HiFluor488, 10 min; Potency, µM (highest dose often 115 µM), for inactives: top-dose activity, negative = inhibition, hits mostly inhibitors; hit rate 0.009% among 390,000; AID 504891; active = well fitted inhibition curve with a large enough effect in the polarisation, with a control signal flat, not every such curve was filed as active; inconclusive = small, poorly fitted or top-dose-only effect, or effect the other way, or a change in a side signal; inactive = no such curve, though single readings can be large or run the other way; the % refers to the polarisation; also: potency is read from the fitted curve at half-maximal effect; % is scaled to controls: 0 for no effect and ±100 for the full control effect
# Target sequence (Q13526 whole entry, looked up): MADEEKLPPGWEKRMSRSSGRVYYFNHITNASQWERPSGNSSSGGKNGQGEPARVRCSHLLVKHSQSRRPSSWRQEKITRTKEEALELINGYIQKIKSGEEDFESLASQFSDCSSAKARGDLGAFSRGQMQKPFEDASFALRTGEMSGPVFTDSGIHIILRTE
# Pol eta inh: DNA polymerase eta (human) inhibition | AID 588591 | recombinant Pol eta, fluorescent DNA replication assay | Potency, µM (highest dose often 114 µM), without a hit: top-dose activity change, negative = inhibition, hits mostly inhibitors | hit rate 1.2% among 390,000; also: potency is read from the fitted curve at half-maximal effect; % is scaled to controls: 0 for no effect and ±100 for the full control effect
#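 Fluorescent replication assay: 50 nM final substrate added after a 15 min room-temperature compound preincubation with 10 nM enzyme. Signal taken at 0 min and again at 10 min.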
# GLS inhibitor: glutaminase GLS (human) inhibition; O94925; GLS enzymatic activity, qHTS titration; Potency, µM (doses to about 45.5 µM), for the others: at the top dose activity change, negative = inhibition, hits mostly inhibitors; hit rate 0.21% among 410,000; AID 624170; also: potency is read from the fitted curve at half-maximal effect; % is scaled to controls: 0 for no effect and ±100 for the full control effect
# Target sequence (O94925 whole entry, looked up): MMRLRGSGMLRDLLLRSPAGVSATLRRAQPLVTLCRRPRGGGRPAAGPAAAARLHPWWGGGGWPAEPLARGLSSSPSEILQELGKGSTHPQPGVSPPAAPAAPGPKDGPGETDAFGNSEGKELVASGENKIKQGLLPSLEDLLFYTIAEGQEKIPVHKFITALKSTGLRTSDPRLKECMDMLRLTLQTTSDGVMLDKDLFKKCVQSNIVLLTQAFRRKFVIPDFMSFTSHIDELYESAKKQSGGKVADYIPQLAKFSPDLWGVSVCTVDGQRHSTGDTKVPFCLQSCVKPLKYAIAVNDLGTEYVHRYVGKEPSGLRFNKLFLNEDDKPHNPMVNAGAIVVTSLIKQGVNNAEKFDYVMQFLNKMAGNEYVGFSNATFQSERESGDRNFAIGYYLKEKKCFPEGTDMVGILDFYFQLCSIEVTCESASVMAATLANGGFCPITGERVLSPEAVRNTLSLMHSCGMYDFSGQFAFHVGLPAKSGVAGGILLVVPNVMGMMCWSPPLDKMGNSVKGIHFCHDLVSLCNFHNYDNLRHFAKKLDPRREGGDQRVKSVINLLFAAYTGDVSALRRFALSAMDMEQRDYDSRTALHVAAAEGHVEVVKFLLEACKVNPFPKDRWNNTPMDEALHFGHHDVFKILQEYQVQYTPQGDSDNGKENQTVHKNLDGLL
#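 Glutamate formation by hKGA was monitored fluorometrically using coupled glutamate oxidase, HRP and Amplex Red. Substrate was added as 1 mM L-glutamine solution; incubation was 30 min at RT after an initial read.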
# Tb PGK inh: inhibitors of T. brucei phosphoglycerate kinase; P07378; AID 602233; hit rate 0.043% among 380,000; Potency, µM (titrated, usually from 57.5 µM), without a hit: at the top dose activity change, negative = inhibition, actives largely listed as inhibitors; PGK/GAPDH coupled, Kinase-Glo luminescence, 60 min; also: potency is read from the fitted curve at half-maximal effect; % is scaled to controls: 0 for no effect and ±100 for the full control effect; nearly all actives have a fitted effect of over 60% in size
#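 Luminescent ATP detection (Kinase-Glo Plus) follows a 60-minute room-temperature incubation, with wells lacking PGK as controls. Buffer: 100 mM TEA (pH 7.6), 5 mM MgCl2, 0.01% Tween-20. Coupling enzyme GAPDH (100 nM final) supplies unstable 1,3-BPG in-well.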
# HP1b binding inh: HP1-beta chromodomain-methylated histone interaction inhibition; AID 540317; AlphaScreen HP1-beta / biotin-H3K9me3 peptide binding; hit rate 0.56% among 390,000; Potency, µM (highest dose often 114 µM), for inactives: at the top dose activity change, negative = inhibition, usual class: inhibitors; also: potency is read from the fitted curve at half-maximal effect; nearly all actives have a fitted effect of over 70% in size; inactives centre near 23
#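 Compound inhibition of the preformed complex between 50 nM HP1-beta and 50 nM biotinylated H3K9me3 peptide was read by AlphaScreen. Buffer was PBS pH 7.4 with 0.01% Tween-20. Incubations ran 30 min at room temperature, with 10 ug/mL donor/acceptor beads.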
# G9a block: G9a (human) methyltransferase inhibition; G9a H3K9 monomethylation, AlphaScreen, 2 h; hit rate 8.8% among 350,000; AID 504332; Q96KQ7; Potency, µM (top dose mostly 102 µM), inactives show at the top dose activity, negative = inhibition, actives largely listed as inhibitors; also: potency is read from the fitted curve at half-maximal effect; % is scaled to controls: 0 for no effect and ±100 for the full control effect; nearly all actives have a fitted effect of over 75% in size
# Target sequence (Q96KQ7 913-1193 limits assumed): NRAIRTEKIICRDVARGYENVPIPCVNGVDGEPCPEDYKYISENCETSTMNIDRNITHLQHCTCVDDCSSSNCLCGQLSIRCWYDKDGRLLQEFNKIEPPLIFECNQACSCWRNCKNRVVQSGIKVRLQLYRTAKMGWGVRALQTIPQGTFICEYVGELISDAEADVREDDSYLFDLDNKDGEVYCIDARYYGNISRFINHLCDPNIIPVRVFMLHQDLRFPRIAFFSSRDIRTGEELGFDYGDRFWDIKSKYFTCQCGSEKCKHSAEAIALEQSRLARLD
#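 Step 1: enzyme (final 20 nM) with compound, 15 min RT. Step 2: substrate peptide 500 nM and SAM 20 uM, 2 h RT. Step 3: anti-H3K9me1 antibody and AlphaScreen beads, 10 min, then plate read.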
# BAZ2B inh: inhibitors of human BAZ2B bromodomain. hit rate 4.4% among 360,000. AID 504333. Potency, µM (highest dose often 114 µM), for inactives: at the top dose activity change, negative = inhibition, most hits filed as inhibitors. AlphaScreen BAZ2B-H3K14Ac peptide displacement; also: potency is read from the fitted curve at half-maximal effect; % is scaled to controls: 0 for no effect and ±100 for the full control effect; nearly all actives have a fitted effect of over 60% in size
#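 BAZ2B (50 nM) with biotin-H3(5-23)K14Ac peptide (50 nM) in PBS pH 7.4, 0.01% Tween-20, preformed 30 min, then compound 30 min at room temperature; top concentration 110uM. AlphaScreen streptavidin donor/nickel chelate acceptor beads (10 ug/mL final), 20 min dark, signal read.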
# An asterisk follows results filed as active; i = inactive; u = inconclusive; x = no result given; & = joins results of further samples; [ ] = dose if it differs, or a comment. Unless noted, calls follow the shape of the dose curve; as a rule, active = well fitted curve in the direction sought with a large enough effect; inconclusive = small, poorly fitted or top-dose-only effect, or another doubt; inactive = no such curve, though single readings can be large; an effect the other way counts as inactive or inconclusive. This is a subset, so the mix of outcomes need not match the whole.
GLS inhibitor,PI4K2A block,Structure,BAZ2B inh,HP1b binding inh,JMJD2A Tudor,Pin1 inh,G9a block,Tb PGK inh,Pol eta inh
8%,-5,CC(=O)Nc1ccc(SC[C@H](C)CN2CC[C@H](O)CCC2=O)cc1,-4%,60%[activator],-3%,6%,20%[2.33 µM],-3%,-20%
16%,1,C/C(=N/NC(=O)c1ccc(C(C)(C)C)cc1)c1cccnc1,x,50%[activator],-17%,2%,x,7%,5%
16%,u,COc1cc(C=c2c3ccccc3n3c2cc(-c2ccccc2)[n+]3C)cc(OC)c1OC,x,u,32µM*,-10%,x,-9%,-12%
-9%,0,COc1ccc(C(=O)Nc2cc(-c3nc4ccccc4s3)ccc2OC)cc1,-17%,26%,-6%,-2%,11%[59 µM],-5%,-17%
1%,-4,COc1cc(C(=O)NCc2nnc(SCC(=O)c3ccc(Cl)cc3)o2)cc(OC)c1OC,-18%,0%[57 µM],-25%,4%,-25%,-5%,u
-4%,1,Cc1ncc(CO)c(/C=N/NC(=O)c2cccc(S(=O)(=O)N3CCCC3)c2)c1O,28µM*,30%,22µM*,u,25%,-3%,-11%
-9%,3,Cc1ccc(C2=Nc3ccccc3N(CC(=O)Nc3ccccc3F)C(=O)C2)cc1C,-21%,39%,-28%,19%,7%[59 µM],i,-18%
9%,1,Cc1ccccc1/C=N/N=C1/NC(=O)CCS1,1%,22%,-4%,3%,15%,3%,-6%
0%,-5,Cc1cccc(-n2nnnc2SCC(=O)c2cc(C)n(CC3CCCO3)c2C)c1 (centres undefined),12%,11%,-7%,3%,1%[59 µM],-3%,3%
-2%,-1,CCN1CCN(CCCNC(=O)c2ccc3c(=O)n(CCc4ccccc4)c(=O)[nH]c3c2)CC1,5%,3%,-13%,-1%,14%,7%,3%
6%,4,CCc1ccccc1NC(=O)C1CC(c2ccc(F)cc2)=NO1 (centres undefined),9%,36%[activator],12%,-4%,-3%,-9%,-15%
0%,1,CCOC(=O)CNC(=O)CSc1ncnc2c1cnn2-c1ccccc1,11%,20%,-17%,20%,16%[59 µM],-1%,-16%
3%,-1,Cc1ccsc1CN(C)CC(=O)N(C)CC(=O)Nc1c(Cl)cccc1Cl,x,x,x,x,x,-1%,-9%
9%,4,CCC(C)(NC(=O)c1cccc(N2C(=O)CSC2c2ccccc2)c1)C(=O)Nc1ccccc1C (centres undefined),-16%,7%,-16%,-12%,u,0%,-5%
6%,-1,COC(=O)c1ccc(CSc2ccccc2NC(=S)Nc2cccc(C(F)(F)F)c2)o1,x,x,x,x,x,-8%,-16%
2%,-2,O=S(=O)(c1ccc(Cl)cc1)c1nnn2c1nc(NC1CCCCC1)c1sccc12,u,5%,-36%,88%[activator],-5%[59 µM],-4%,-29%
-3%,-7,CCOC(=O)c1nc(NCc2ccccc2)c2ccccc2n1,-7%,0%,-25%,8%,9%,-4%,-20%
8%,-5,O=C(O)CCCC(=O)Nc1ccccc1C(=O)N1CCOCC1,7%,6%,-6%,-8%,11%,-9%,-7%
-1%,-10,Cc1cc(C)n2nc(SCc3ccccc3C(=O)O)nc2n1,-11%,20%,-14%,-5%,u,-9%,2%
x,2,COc1ccccc1/C=N/n1c(N)c(S(=O)(=O)c2cccs2)c2nc3ccccc3nc21,0%,25%,16%,-4%,3%[12.7 µM],i,2%
-1%,2,O=C1c2ccccc2C(=O)N1CSc1nnc(Nc2ccccc2)s1,-24%,44%[activator],0%[11.4 µM],16%,u,-1%,-2%
1%,1,CC1=C(C(=O)N2CCN(c3cc(C)ccc3C)CC2)C2(CCC(C)CC2)OC1=O (centres undefined),-13%&-32%,29%,-8%,-1%,-29%[59 µM],x,x
-17%,-5,CC1(C)CC(NC(=O)C2CCN(S(=O)(=O)c3ccccc3C(F)(F)F)CC2)CC(C)(C)N1,-6%,26%,-10%,u,46%,i,-20%
-4%,-4,O=C(Nc1ccc(C(=O)O)cc1)/C(=C\c1ccco1)NC(=O)c1ccccc1,-26%,29%,-13%,-3%,x,1%,11%
-12%,5,COc1ccc(-c2coc3cc(O[C@@H]4O[C@H](CO)[C@@H](O)[C@H](O)[C@H]4O)c(OC)cc3c2=O)cc1,x,37%,0%,-1%,x,-1%,-2%
-4%,5,COc1ccc(-c2nc3ncccn3c2Nc2ccccc2)cc1,-32%,28%,0%,6%,-8%,13%,7%
-5%,2,Cc1c(NC2=CC(=O)CC(C)(C)C2)c(=O)n(-c2ccccc2)n1C,-20%,51%[activator],1%,-1%,-22%,-8%,-12%
11%,-5,COc1ccc(C(CNC(=O)CN2C(=O)NC3(CCCC3)C2=O)N(C)C)cc1 (centres undefined),-1%,39%[activator],-19%,-7%,-10%,-5%,10%
5%,-2,CCc1ccc(CN2C(=O)c3ccccc3C2C(=O)NCC2CCCO2)cc1 (centres undefined),4%,24%,8%,-11%,-31%,7%,-23%
-1%,-1,CNC(=S)c1cc(C(C)(C)C)c(O)c(C(C)(C)C)c1,-18%,19%,-7%[11.4 µM],-8%,x,-2%,22%

# Filtered by structure: those above with a thiophene ring, fused or not (3)
GLS inhibitor,PI4K2A block,Structure,BAZ2B inh,HP1b binding inh,JMJD2A Tudor,Pin1 inh,G9a block,Tb PGK inh,Pol eta inh
3%,-1,Cc1ccsc1CN(C)CC(=O)N(C)CC(=O)Nc1c(Cl)cccc1Cl,x,x,x,x,x,-1%,-9%
2%,-2,O=S(=O)(c1ccc(Cl)cc1)c1nnn2c1nc(NC1CCCCC1)c1sccc12,u,5%,-36%,88%[activator],-5%[59 µM],-4%,-29%
x,2,COc1ccccc1/C=N/n1c(N)c(S(=O)(=O)c2cccs2)c2nc3ccccc3nc21,0%,25%,16%,-4%,3%[12.7 µM],i,2%

# (more compounds)
GLS inhibitor,PI4K2A block,Structure,BAZ2B inh,HP1b binding inh,JMJD2A Tudor,Pin1 inh,G9a block,Tb PGK inh,Pol eta inh
10%,-12,O=C(NCc1ccc2c(c1)OCO2)C1CCCN(S(=O)(=O)c2cccc3nonc23)C1 (centres undefined),-3%,-5%,-26%[11.4 µM],u,-23%[59 µM],-14%,u
-3%,4,O=C(N/N=C/c1cccnc1)c1cc(-c2ccccc2OCc2ccccc2)n[nH]1,0%,-2%,u,12%,x,i,2%
-16%,-3,Cc1ccc(C)n1CCN1CCN(S(=O)(=O)c2ccc(F)cc2F)CC1,-21%,12%,-29%,-1%,-25%,-9%,-6%
14%,0,Cc1onc(-c2c(F)cccc2Cl)c1C(=O)N1CCc2ccccc2C1,21%,28%,-12%,0%,30%[12.7 µM],0%,-11%
15%,3,COc1ccc(/C=C/C(=O)NC(=S)NNC(=O)[C@H]2C[C@@H]2c2ccccc2)cc1OC,5%,42%,-8%,1%,28%[59 µM],-9%,-9%
-15%,1,O=C(NCCCN1CCOCC1)c1cc(Cl)ccc1[N+](=O)[O-],5%,26%,-21%,4%,23%[59 µM],i,-6%
1%,-9,Cc1c(C(=O)N(C)c2ccc(Cl)cc2)cnn1-c1ccccc1,22%,57%[activator],1%,-10%,x,-3%,-16%
-16%,-1,CC1(C)CC(=O)c2cc(C(=O)NNc3ccccc3)c(=O)n(-c3ccccc3)c2C1,-13%,35%,4%[11.4 µM],-2%,12%[59 µM],i,-14%
-1%,1,CCn1cc(S(=O)(=O)CC(=O)Nc2cc(C)ccc2C)c2ccccc21,-2%,18%,-17%,9%,u,-1%,-15%
-2%,-3,COc1cccc(OCCCOc2ccccc2C(C)C)c1,236%[activator],238%[activator],174%[activator],1%,x,-4%,-2%
3%,3,CCN(C(=O)CN(C)Cc1c(F)cccc1Cl)c1c(N)n(Cc2ccccc2)c(=O)[nH]c1=O,-5%,2%,-5%,1%,35%[59 µM],-5%,-22%
1%,1,Cc1ccc(Nc2ccc(C(F)(F)F)cc2[N+](=O)[O-])cc1,u,u,u,0%,3.2µM*,-4%,-13%
1%,-2,N#CC1=C(N)Oc2cc(N)ccc2C1c1ccccc1 (centres undefined),x,28%,-20%,1%,x,i,-13%
0%,-10,CCC(CO)Nc1nc(CN2CCCCC2)nc2scc(-c3ccccc3)c12 (centres undefined),-3%,24%,-21%,7%,28%[59 µM],5%,-4%
7%,-3,O=C(Nc1ccccc1N1CCCC1)c1cc2ccccc2o1,-8%,-11%,u,-6%,u,-6%,-17%
-2%,4,CC1CCN(C(=O)Cn2cc(C(F)(F)F)ccc2=O)c2ccccc2S1 (centres undefined),x,45%[activator],-4%,3%,x,-8%,-12%
0%,-9,CC(=O)c1c(N2CCOCC2)[nH]c(-c2ccccc2)nc1=S,1%,25%,u,1%,-6%,-3%,-9%
4%,-1,COC(=O)[C@H](CCSC)NC(=O)Nc1cccc(C)c1C,0%,35%,-16%,5%,1%[12.7 µM],2%,4%
3%,-4,CC(Sc1nn(-c2ccc(F)cc2)c(=S)s1)C(=O)c1c(N)n(C)c(=O)n(C)c1=O (centres undefined),-13%,0%,-19%,1%,50µM*,-7%,-18%
8%,-27,O=C(/C=C/c1ccc2c(c1)OCO2)c1ccccn1,u,16%,-34%,u,u,-17%,-19%
-7%,6,COc1ccc(C)cc1NC(=O)CSc1nnc(-c2cc(C)[nH]n2)n1N,-3%,42%[activator],-18%,-7%,-5%[0.0925 µM],-3%,-11%
-3%,-1,COc1ccc(CNC(=O)c2ccc3c(c2)NC(=O)C(C)S3)cc1 (centres undefined),-21%,-15%,-25%,-4%,10µM*,-4%,-21%
-1%,0,COc1cc(NC(=O)C2CCN(S(=O)(=O)c3ccc(Cl)cc3)CC2)ccc1-n1cnnn1,-10%,20%,-8%,12%,9%[12.7 µM],-5%[11.5 µM],-11%
3%,0,O=C(/C=C/c1ccccc1Cl)OCC(=O)N1CCc2ccccc21,x,x,x,x,x,-7%,-19%
